Compound activity from PubChem BioAssay.
12-LOX inh – ALOX12 (human) lipoxygenase inhibition; AID 1671190; hit rate 1.1% among 580,000; purified 12hLO, xylenol orange hydroperoxide absorbance; P18054; Potency, µM (titrated, usually from 108 µM), for inactives: at the highest dose activity change, negative = inhibition, hits mostly inhibitors; active means well fitted inhibition curve with a large enough effect; inconclusive means small, poorly fitted or top-dose-only effect, or another doubt; inactive means no such curve, though single readings can be large or run the other way
Target sequence (P18054 whole entry, looked up): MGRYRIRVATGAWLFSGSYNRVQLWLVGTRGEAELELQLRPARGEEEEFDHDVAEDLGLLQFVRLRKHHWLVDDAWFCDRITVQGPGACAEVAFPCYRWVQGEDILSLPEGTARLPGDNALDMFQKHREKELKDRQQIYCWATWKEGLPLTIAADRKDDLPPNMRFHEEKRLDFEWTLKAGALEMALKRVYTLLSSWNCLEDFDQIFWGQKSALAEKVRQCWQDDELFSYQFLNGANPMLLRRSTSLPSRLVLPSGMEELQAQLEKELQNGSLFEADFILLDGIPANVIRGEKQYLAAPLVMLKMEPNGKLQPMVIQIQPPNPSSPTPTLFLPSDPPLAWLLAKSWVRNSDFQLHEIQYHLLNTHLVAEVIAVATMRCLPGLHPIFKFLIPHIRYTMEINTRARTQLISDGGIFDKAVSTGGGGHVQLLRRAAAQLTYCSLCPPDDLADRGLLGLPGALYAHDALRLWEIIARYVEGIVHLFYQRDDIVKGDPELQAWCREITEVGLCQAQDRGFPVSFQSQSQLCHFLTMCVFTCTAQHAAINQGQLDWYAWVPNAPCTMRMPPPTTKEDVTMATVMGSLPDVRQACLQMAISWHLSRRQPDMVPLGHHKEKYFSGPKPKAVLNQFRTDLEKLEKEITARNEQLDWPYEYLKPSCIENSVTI
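Purified human 12hLO at 150 nM in 25 mM Hepes, 0.01% Triton X-100, pH 7.0, preincubated 15 min at room temperature with compound. Reaction started with 40 uM arachidonic acid, 30 min at room temperature. Hydroperoxide measured by Fe-xylenol orange, 573/405 nm absorbance ratio.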
* marks the source's active call; other numbers are inactive results; ? = inconclusive; [ ] = remark or other dose. On the % scale 0 is the no-effect control and ±100 the full control effect; potency means the concentration at half of the fitted maximal effect. These rows are one share of the data; the hit share may differ from the screen's.

nr	Molecule	12-LOX inh
1	CS(=O)(=O)N(C1CCOCC1)C1CN(C(=O)c2n[nH]c3ccccc23)C1	41%
2	COCCN1CCC(N2CCN(S(=O)(=O)c3ccc(C)c(F)c3)CC2)C1=O (stereo not given)	14%
3	COc1ccc(C(=O)N2CCCC3(C2)C(=NC2CCCCC2)NC(=O)N3c2cccc(OC)c2)cc1 (stereo not given)	12%[6.33 µM]
4	CCOCC(=O)N1CC2CC(C1)[C@H]1CCCC(=O)N1C2 (stereo not given in full)	4%
5	CC1(C(=O)NS(=O)(=O)C2CC2)CCCN(C(=O)COCc2ccccc2)C1 (stereo not given)	1%
6	O=C(c1cccc(OC(F)(F)F)c1)N1CCN(c2cc(-c3cccs3)[nH]n2)CC1	36%[activator]
7	CC(C)[C@@H](NC(=O)[C@@H]1C[C@@H](NC(=O)Cc2cccs2)CCN1C(=O)CCC(=O)O)C(N)=O	-4%
8	CC(C)Cn1nc2n(c1=O)CCN(S(=O)(=O)c1cccc3cccnc13)CC2	?
9	CC(=O)N1CCC2(CC1)CN(C(=O)c1ccc3[nH]ccc3c1)Cc1ccccc1O2	?
10	CN1CCCCC(CC(=O)NCc2ccccc2)C1=O (stereo not given)	17%
11	CCCCc1cc(C[C@H]2CNCC[C@H]2CC(=O)N(C)Cc2ccccc2)no1	8%[176 µM]
12	C/C(=N\O)c1ccc(C(C)C)cc1	16%

The results go on:
nr	Molecule	12-LOX inh
13	CCNC(=O)CN1c2ccc(F)cc2-c2ccccc2S1(=O)=O	-7%
14	O=C(O)CC1(CC(=O)N2CCN3C(=O)c4cc(-c5ccsc5)ccc4NC(=O)[C@@H]3C2)CCCC1	3%
15	COc1cccc(CNC23CC4CC(CC(C4)C2)C3)c1	10%
16	COC(=O)[C@H]1CN(C(=O)NC(C)C)CCN1C(=O)CSC	67%[activator][176 µM]
17	COc1cc(-c2nccc3c(=O)cc(N4CCOCC4)oc23)ccn1	-17%[176 µM]
18	Cc1cn([C@H]2C[C@H](O)[C@@H](CNC(=O)CNC(=O)CN)O2)c(=O)[nH]c1=O	2%
19	CN(C)C(=O)COC(=O)c1cc(-c2ccc(Cl)s2)nc2ccccc12	-22%
20	Cc1cc(C)cc(CC(=O)N2CCC2(C)C(=O)NS(=O)(=O)c2ccc(Br)cc2)c1 (stereo not given)	-26%
21	Cc1cc(NC(=O)c2ccccc2F)cc(-c2nc3ccccc3o2)c1O	18%
22	CC(C)(C)OC(=O)N1C(=O)[C@](OC(=O)c2ccccc2)(c2ccc(F)cc2)c2ccccc21	-2%
23	Cc1ccc(O)c(C(=O)OCC(=O)c2cccs2)c1	-37%
24	COC(=O)c1ccc(OCc2ccc(C#N)cc2)c(OC)c1	-42%

New compounds follow
nr	Molecule	12-LOX inh
25	COc1ccc(N2C(=O)CN(Cc3ccccc3OC)[C@H]3CS(=O)(=O)C[C@H]32)cc1Cl	-12%
26	O=C1CC2CCCC(C1)N2C(=O)c1ccncc1	21%[176 µM]
27	CSC1=N/C(=C\c2ccc(OCC(=O)O)cc2)C(=O)S1	?
28	Cc1[nH]c2ccccc2c1-c1csc(NC(=O)C2CCOCC2)n1	-5%
29	O=C(Cc1n[nH]c(=O)c2ccccc12)OCc1nc(-c2ccc(Cl)cc2)no1	13%
30	CCOC(=O)c1ccc(NC(=O)N2Cc3[nH]cnc3C[C@H]2c2nc(-c3ccc(OC(F)(F)F)cc3)no2)cc1	97%[activator]
31	Cc1cc(C)cc(-c2nnc(SCC(=O)N3CCCC3)o2)c1	?
32	Cc1cc(C)cc(NC(=O)CSc2ccc(Cl)cc2)c1	8%
33	CCCOc1cc(C)c2c(c1C)C[C@H]([C@H](C)C(=O)NCCN1CCOCC1)CC2	15%[176 µM]
34	CCN1C(=O)CCC2(C(=O)NCCc3c[nH]c4ccc(OC)cc34)CCCC=C12 (stereo not given)	-10%
35	O=C1NCCN1C1CCN(Cc2ccc(C(F)(F)F)cc2)CC1	8%[6.33 µM]
36	COc1cccc(S(=O)(=O)N2CC(n3cc(C(=O)NCc4ccncc4)nn3)C2)c1	5%

The list continues:
nr	Molecule	12-LOX inh
37	Cc1cc(C)c(CNC(=O)c2cc(Nc3ccccc3)cc3ncn(C)c23)c(=O)[nH]1	-14%[176 µM]
38	O=C(Cn1ccc2c(Br)cccc21)NCCCO	9%
39	OCCNC(=S)Nc1ccc(Br)cc1	?
40	COCc1nc(C2CCCN(C(=O)c3ccc(C)s3)C2)no1 (stereo not given)	17%
41	COc1cccc(OC)c1C(=O)Nc1cccc(-c2nc3ccc(C)cc3o2)c1	-20%
42	O=C(C1CCCCC1)N1CC2CC(C1)[C@H]1CCCC(=O)N1C2 (stereo not given in full)	37%[activator]
43	CN1CCC(Oc2ncccc2C(=O)O)CC1	7%
44	COc1cc(Cl)ccc1C(=O)NCc1c(C)ncc2c1CCNC2	1%
45	Cn1cc(-c2ccncc2)cc1C(=O)NCc1ccc(Cl)cc1	13%
46	Cn1cccc1C1CCCN1Cc1nnc(-c2ccccc2)o1 (stereo not given)	-29%
47	COCCN1CCC(CN(CC2CCCO2)C(=O)c2cccc(C#CC(C)(C)O)c2)CC1 (stereo not given)	15%
48	CCOC(=O)c1nc2ccccc2nc1N1CCN(c2ccc(Cl)cc2)CC1	-5%

Later entries
nr	Molecule	12-LOX inh
49	CC(NC(=O)c1cc(=O)c2ccccc2o1)c1ccc(-c2ccccc2)cc1 (stereo not given)	-2%
50	CCCCCCCCc1ccc(-c2ccc(CC)cc2)nc1	17%
51	Cc1cccc(NC(=O)c2cc3c(s2)-c2ccccc2S(=O)(=O)C3)n1	?
52	CC(C)N1C(=O)C(CC(=O)N2CCCC2)=C2CCCCC21 (stereo not given)	18%
53	COCCN(C)C[C@@H]1CN(C(=O)c2sccc2Cl)C[C@@H]1CO	15%
54	CCN1CCN(C(C(=O)O)c2c[nH]c3ccc(NC(=O)c4ccccc4)cc23)CC1 (stereo not given)	-41%
55	CCc1nc(NCCN(C)C)c(C#N)c2c1CCCC2	-23%
56	COCCCNC(=O)N1CCCCCCNC(=O)[C@@H]2C[C@@H](c3nc(-c4cccnc4)no3)C[C@@H]21	48%[activator]
57	CC(C)CCN1CCC(C2CCN(Cc3cccnc3)CC2)C1 (stereo not given)	122%[activator]
58	Cc1ccc(C)c(N2CCN(C(=O)C3CCN(c4nnc(-n5c(C)ccc5C)s4)CC3)CC2)c1	?
59	CC(=O)NC1CC2(CCN(C(=O)CCCNC(=O)OC(C)(C)C)CC2)Oc2ccccc21 (stereo not given)	-2%[6.33 µM]
60	FC(F)(F)Oc1ccc(-c2cnc([C@@H]3COCCN3Cc3ccncc3)[nH]2)cc1	30%[176 µM]

Another view of some results above:
[29] O=C(Cc1n[nH]c(=O)c2ccccc12)OCc1nc(-c2ccc(Cl)cc2)no1
  12-LOX inh: 13%
[30] CCOC(=O)c1ccc(NC(=O)N2Cc3[nH]cnc3C[C@H]2c2nc(-c3ccc(OC(F)(F)F)cc3)no2)cc1
  12-LOX inh: 97%[activator]
[31] Cc1cc(C)cc(-c2nnc(SCC(=O)N3CCCC3)o2)c1
  12-LOX inh: ?

5 records picked at random from the list so far, as already listed:
nr	Molecule	12-LOX inh
40	COCc1nc(C2CCCN(C(=O)c3ccc(C)s3)C2)no1 (stereo not given)	17%
25	COc1ccc(N2C(=O)CN(Cc3ccccc3OC)[C@H]3CS(=O)(=O)C[C@H]32)cc1Cl	-12%
46	Cn1cccc1C1CCCN1Cc1nnc(-c2ccccc2)o1 (stereo not given)	-29%
50	CCCCCCCCc1ccc(-c2ccc(CC)cc2)nc1	17%
5	CC1(C(=O)NS(=O)(=O)C2CC2)CCCN(C(=O)COCc2ccccc2)C1 (stereo not given)	1%

Continued:
nr	Molecule	12-LOX inh
61	NC(=O)CSc1ncnc2cc(-c3ccc(Cl)cc3)sc12	12%
62	Cc1ccc(C2CCCN2C(=O)Nc2ccc(F)c(Cl)c2)cc1 (stereo not given)	0%
63	COc1ccc(/C(O)=C2\C(=O)C(=O)N(Cc3ccco3)C2c2cccnc2)cc1F (stereo not given)	-34%
64	COc1ccc(-c2nc(C(=O)NC3CC3)n3ccccc23)cc1	6%[176 µM]
65	OC(c1ccccc1)c1ncc(-c2ccccc2Cl)[nH]1 (stereo not given)	-3%
66	CCCC(C)N1CC2(CCN(C(=O)c3cc(Cl)ccc3C)CC2)OC1=O (stereo not given)	8%
67	O=c1oc2ccc(Br)cc2cc1S(=O)(=O)N1CCCCC1	85%
68	N#Cc1ccc(CN2CCC3(CC2)CN(c2ccncn2)CC3CO)cc1 (stereo not given)	15%
69	O=C(Nc1ccc2c(N3CCCC3)ncnc2c1)c1cccc(F)c1	25%
70	CC(C)C1CN(C(=O)c2nccn2C)CCC(=O)N1Cc1ccc(F)cc1 (stereo not given)	55%[activator]
71	COc1cc(OC)c(C2CC(=O)Oc3n[nH]c(-c4ccccc4)c32)cc1OC (stereo not given)	?
72	CC(=O)c1cccc(NC(=O)O[C@@H]2CO[C@H]3[C@@H]2OC[C@@H]3Nc2nccc(-c3cccc(F)c3)n2)c1	37%

Further results
nr	Molecule	12-LOX inh
73	CN(C)CCN(CC(=O)OC(C)(C)C)C(=O)/C=C/c1ccccc1F	?
74	O[C@H]1CC[C@@H](Cc2cc(-c3ccc(F)cc3)on2)O[C@@H]1CNC1CCNCC1	5%[176 µM]
75	COc1ccc(CNC(=O)Cn2c(-c3ccc(F)cc3)nc(C)cc2=O)cc1OC	36%
76	Cc1ccc(C)c(OCC(O)Cn2cnc3c2c(=O)n(C)c(=O)n3C)c1 (stereo not given)	?
77	O=C1NC(C(=O)Nc2ccccc2F)Cn2cccc21 (stereo not given)	25%
78	CC(O)(c1ccc(F)c(F)c1)c1nc(-c2ccc(S(C)(=O)=O)cc2)cs1 (stereo not given)	?
79	COc1cccc(CN2C[C@@H]3C(=O)N(CCN4CCc5ccccc5C4)C(=O)[C@@H]3C2)c1	31%[activator]
80	CC(=O)c1c(SCC(=O)Nc2ccc(F)cc2)nc(=O)[nH]c1C	2%
81	COc1ccc(CN(C(=O)c2ccc(S(=O)(=O)N(C)C)cc2)C(C)Cc2cccs2)cc1 (stereo not given)	2%
82	Cc1ccc2cc(CNC(C)CO)c(N3CCC(O)CC3)nc2c1 (stereo not given)	12%
83	O=C(Cn1cccc1-c1nc(-c2ccc(F)cc2)no1)Nc1ccc(Cl)cc1	-1%
84	O=C1NC[C@H](CCCCN2C[C@@H](Cc3ccccc3)N(Cc3ccccc3)C(=O)C2=O)N(CCC2CCCCC2)C1=O	?

Continuation:
nr	Molecule	12-LOX inh
85	Cn1ccnc1CN[C@@H]1C[C@H](CO)[C@@H](O)[C@H]1O	1%[176 µM]
86	CCCOc1ccc(NC(=O)Cc2ccc(OC)cc2)c2cccnc12	-10%
87	O=C(CCn1ccc(=O)[nH]c1=O)N1CCC(c2[nH]ncc2-c2ccccc2)CC1	-25%
88	COc1ccc(CCN2CC(NC(=O)c3csc(C)n3)CC2=O)cc1 (stereo not given)	-20%
89	CN1C(=O)c2cccn2CC1CNC(=O)c1ccccc1 (stereo not given)	6%
90	O=C(Nc1ccc(F)cc1F)N1CCC(CCNC(=O)C2(c3ccccc3)CC2)CC1	15%
91	O=C(NC1CC1)c1cccc(NC(=O)c2cn(-c3ccccc3)nc2-c2cccnc2)c1	-8%
92	Cn1ccnc1C(=O)N1CCC2(CC1)CC(N(Cc1ccccc1)C1CC1)CCO2 (stereo not given)	42%
93	Nc1nc(N2CCN(Cc3ccc(Cl)cc3)CC2)c2[nH]cnc2n1	?
94	O=S1(=O)N[C@H](Cc2ccccc2)COc2cccc(N3CCC[C@@H]3CO)c21	1%
95	O=C(c1cccc(Cn2cccn2)c1)N1CCCC(OCc2cccnc2)C1 (stereo not given)	68%[activator]
96	O=C(N[C@@H]1CN(Cc2cccc(F)c2)C[C@H]1CO)c1ccccc1	-6%

(further entries)
nr	Molecule	12-LOX inh
97	O=C(c1nc(-c2cccc(C(F)(F)F)c2)c2cnccn12)N1CCCC1	34%
98	Fc1ccc(-c2nc3nccc(-c4ccsc4)n3n2)cc1Cl	9%
99	O=C(COC(=O)c1cc(=O)c2ccccc2o1)Nc1cc(C(F)(F)F)ccc1Cl	-8%
100	COc1ccc(OCc2cc(C(=O)NC(C)c3nc(C)cs3)no2)c(Cl)c1 (stereo not given)	-20%
101	COCc1nnc2n1CCC(NC(=O)c1ccoc1)CC2 (stereo not given)	5%
102	COc1cc(C(=O)/C=C/c2ccc(Cl)cc2Cl)ccc1OCC(=O)O	?
103	FC(F)(F)c1cnc(Sc2ncnc3sccc23)c(Cl)c1	-17%
104	COc1ccc2c(c1)[C@]1(C(=O)N2C)C2=C(CCCC2=O)Oc2cc(C)oc(=O)c21	16%
105	CCN(CC)c1nc(N(C)C)nc(-n2cnc(SCc3ccccc3)n2)n1	-22%
106	Cc1ccc(NC(=O)C(C#N)=C2CCC(C)CC2)cc1 (stereo not given)	?
107	O=C(NC(c1ccc(F)cc1)c1cnccn1)C1CCN(CCOc2ccc(Cl)cc2Cl)CC1 (stereo not given)	?
108	CCC(C)NC(=O)Cn1nc2c(cc1=O)CCCCC2 (stereo not given)	-9%

Remaining list, next part.
nr	Molecule	12-LOX inh
109	O=C(CCCn1ccnc1)N[C@@H]1COCC[C@@H]1OCc1cscn1	92%[activator]
110	Cc1oc(-c2cccc(C(F)(F)F)c2)cc1C(=O)NC(C)C	-13%
111	CC1CCN(c2ncncc2-c2nc(-c3ccccc3)no2)CC1	18%
112	CC(=O)NCCNC(=O)[C@@H]1Cc2cn(Cc3c(C)noc3C)c3cccc(c23)[C@H](CC(C)C)N1	46%[activator]
113	CN(Cc1ccc(C(N)=O)cc1)Cc1cccs1	-1%

4 entries from above, ordered by molar mass, lowest first:
nr	Molecule	12-LOX inh
113	CN(Cc1ccc(C(N)=O)cc1)Cc1cccs1	-1%
108	CCC(C)NC(=O)Cn1nc2c(cc1=O)CCCCC2 (stereo not given)	-9%
111	CC1CCN(c2ncncc2-c2nc(-c3ccccc3)no2)CC1	18%
109	O=C(CCCn1ccnc1)N[C@@H]1COCC[C@@H]1OCc1cscn1	92%[activator]
